Assay outcomes deposited in PubChem BioAssay by several laboratories.
FID counter: counter-screen for HCV NS3 helicase inhibitors: DNA intercalator displacement | DNA fluorescent intercalator displacement, fluorescence | inhibition, % at 7.9 µM | actives 0.17% (n = 290,000); in the data active = inhibition above about 37%;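 note: 0% = vehicle and 100% = reference compound; higher means more ethidium bromide displaced from hairpin DNA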
MEKK2wt PB1 HTS: raises or lowers MEK5 binding to wildtype human MEKK2 PB1 domain; Q9Y2U5; actives 1.1% (n = 290,000); bead flow cytometry, Alexa488-MEK5 binding to MEKK2 WT; actives lie on both sides; AID 1531; binding response (% of control), % at 10 µM; in the data active = binding response below about 67% or above about 130%
IMP-1 inh: inhibitors of Pseudomonas aeruginosa IMP-1 metallo-beta-lactamase. purified IMP-1, nitrocefin hydrolysis, epi-absorbance fluorescence. inhibition, % at 5.6 µM. actives 0.45% (n = 290,000). AID 1556;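 active = inhibition above the mean plus 3 SD of all compounds in the same screening run, cut at about 4.5% in these data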;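 note: 0% = IMP-1 with DMSO and 100% = DMSO wells lacking enzyme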
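System: Purified recombinant IMP-1 metallo-beta-lactamase enzyme | Measured by: Fluorescence quenching readout, ex 480/em 530 nm | Replication: Singlicate | Incubation: 15 min preincubation plus 25 min reaction at 25 °C | Evaluation: Percent inhibition from optical density relative to buffer-blank wells | Benchmarks: DMSO with and without IMP-1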
SUMO HTRF inh: inhibitors of human SUMOylation (UBC9); HTRF SUMOylation assay, SAE1/SAE2 + UBC9, in vitro; inhibition, % at 35 µM; actives 0.36% (n = 290,000); in the data active = inhibition above about 50%, passing the limit was not always enough; note: strong numbers were not always called active
Target sequence (P63279 whole entry, looked up): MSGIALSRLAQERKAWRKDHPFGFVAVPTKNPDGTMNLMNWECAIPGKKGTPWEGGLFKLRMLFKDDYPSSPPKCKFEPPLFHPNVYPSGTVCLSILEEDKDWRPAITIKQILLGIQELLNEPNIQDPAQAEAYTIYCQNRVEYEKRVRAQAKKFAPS
NS3 helicase inh: HCV NS3 helicase inhibition; AID 1800; NS3 helicase DNA unwinding, Cy5 molecular beacon fluorescence; inhibition, % at 10.9 µM; actives 0.56% (n = 290,000);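 active = inhibition above the mean of all tested compounds plus 3 SD, set per campaign, cut at about 35% in these data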;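 note: 0% = DMSO wells and 100% = thioflavine S control wells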
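Measured by: Cy5 fluorescence, 0 and 60 min reads / Assay system: NS3 helicase fragment of HCV / Control set: low DMSO, high thioflavine S at 110 µM / Times: 1 h reaction at 25 °C, ATP-initiated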
PfM18AAP inh: blocks P. falciparum M18 aspartyl aminopeptidase | actives 1.2% (n = 290,000) | AID 1822 | inhibition, % at 7.35 µM | recombinant PfM18AAP, H-Glu-NHMec fluorogenic cleavage;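 active = inhibition above the campaign mean inhibition over all tested compounds plus 3 SD, cut at about 28% in these data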;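 note: 0% = plate median of test compound wells and 100% = 2 mM ZnCl2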
VIM-2 inhibitor: inhibitors of Pseudomonas aeruginosa VIM-2 metallo-beta-lactamase; purified VIM-2, nitrocefin hydrolysis, epi-absorbance fluorescence; inhibition, % at 5.6 µM; actives 0.89% (n = 290,000);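 active = inhibition above the mean of all tested compounds plus 3 SD, cutoff set per screening run, cut at about 7.5% in these data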;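 note: red hydrolysis product quenches plate fluorescence so inhibitors raise well fluorescence; 0% = enzyme with DMSO and 100% = DMSO without enzyme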
MEKK2mut PB1 HTS: signal of MEK5 binding to mutant human MEKK2 PB1 domain. bead flow cytometry, Alexa488-MEK5 binding to MEKK2 mutant. percent response, % at 10 µM. actives 0.35% (n = 290,000); in the data active = percent response above about 24%, passing the limit was not always enough; note: inactives centre near 1; some results filed as inactive read as strong as hits
NALP1 yeast inh: inhibitors of NALP1 inflammasome in yeast. S. cerevisiae NALP1/ASC/caspase-1 growth, X-gal OD620, 72 h. inhibition, % at 10 µM. actives 0.61% (n = 280,000). AID 2071; in the data active = inhibition mostly above about 24%, no sharp cut-off; inactive = mostly below about 32%; note: some compounds called inactive have numbers as strong as hits
* hit, by the source's call; · = no result given.

SMILES | FID counter | MEKK2wt PB1 HTS | IMP-1 inh | SUMO HTRF inh | NS3 helicase inh | PfM18AAP inh | VIM-2 inhibitor | MEKK2mut PB1 HTS | NALP1 yeast inh
COc1ccc(OC)c(Cc2nnc(CCC(=O)NC3CCCC3)o2)c1 | -9.8 | 98.0 | -1.9 | -10.7 | 11.3 | -2.2 | -2.5 | -2.0 | -3.2
C=C1CCC[C@]2(C)C[C@H]3OC(=O)C(CN4CCCCC4CO)[C@H]3CC12 (stereo partly drawn) | -18.7 | 114.0 | -3.8 | -5.7 | 22.2 | 1.1 | -2.9 | 15.0 | -33.4
CNc1cc(-n2nc(C)cc2-c2ccccc2)ncn1 | -8.7 | 102.0 | -2.2 | -2.3 | 6.7 | -4.1 | -2.1 | 2.0 | -16.6
CCC(C)n1ncn(-c2ccc(N3CCN(c4ccc(OC)cc4)CC3)cc2)c1=O (stereo not drawn) | -11.5 | 105.0 | -3.1 | 0.2 | 0.9 | -7.2 | -2.5 | -1.0 | 28.4
Fc1ccc(CNC(=S)Nc2cccc(Cl)c2)cc1 | 7.0 | 95.0 | -0.1 | -3.8 | -9.9 | 21.3 | 1.5 | -2.0 | 22.2
COc1cc(C(=O)NCc2ccc(C)cc2)ccc1OC(F)F | -2.5 | 97.0 | -4.4 | -8.6 | -0.9 | 0.4 | -5.0 | -1.0 | 23.0
C/C(=N\N=c1/sc2ccccc2n1C)c1ccc(N2CCOCC2)cc1 | -2.8 | 84.0 | -2.3 | -27.1 | 6.8 | -4.4 | 1.2 | -10.0 | 14.4
CCCNC(=O)C1(S(=O)(=O)c2ccccc2)CC=CC1 | -5.8 | 98.0 | -5.2 | -8.7 | 19.4 | 0.1 | -2.2 | 1.0 | 16.1
COc1ccc(/C=C/c2nc3ccccc3c(=O)n2-c2cccc(C(=O)O)c2)cc1 | -16.7 | 105.0 | -1.7 | 3.0 | 41.4* | 5.3 | -1.6 | 11.0 | 9.8
O=C(NC1CCCCC1)c1ccc(CS(=O)(=O)c2ccc(Cl)cc2)o1 | -34.5 | 98.0 | -2.4 | 9.4 | 0.5 | 1.1 | -2.6 | 0.0 | 7.6
O=C(NC12CC3CC(CC(C3)C1)C2)N1CCN(C2CCCCC2)CC1 | 1.0 | 105.0 | -3.5 | -2.3 | 2.9 | 2.4 | -2.5 | 7.0 | 22.6
CN1C(=O)c2ccccc2C(C(=O)NCCCN2CCCC2=O)C1c1c[nH]c2ccccc12 (stereo not drawn) | -15.8 | 105.0 | -2.2 | 8.0 | -3.2 | -0.1 | -3.3 | 13.0 | -2.2
Brc1ccc(-c2cn3cccnc3n2)cc1 | -2.8 | 106.0 | -1.1 | -3.7 | 5.6 | -16.0 | 1.6 | -3.0 | ·
Cc1ccccc1NC(=O)CSC(N)=O | -8.6 | 106.0 | 1.6 | -0.7 | 9.7 | -54.6 | 1.3 | 7.0 | 15.1
COc1ccc(C(=O)COC(=O)CCN2C(=O)[C@@H]3[C@H](C2=O)[C@@H]2C[C@H]3C(Br)C2Br)cc1 (stereo partly drawn) | -18.8 | 89.0 | -0.5 | -17.3 | 10.3 | -0.8 | 1.5 | -6.0 | 3.2
O=C(CN1C(=O)NC2(CCCCCC2)C1=O)Nc1ccc(S(=O)(=O)N2CCOCC2)cc1 | -9.7 | 109.0 | -2.7 | 27.2 | 1.1 | 3.4 | -4.2 | 4.0 | -8.5
S=C(NCc1ccco1)N1CCN(c2ccccc2Cl)CC1 | -9.5 | 103.0 | -3.0 | -1.5 | 2.3 | -1.1 | -1.4 | 0.0 | 26.0
COc1cc2c(cc1OC)CN(S(=O)(=O)/C=C/c1ccccc1)CC2 | -19.9 | 102.0 | -1.2 | -15.0 | -13.7 | -1.4 | 1.5 | -2.0 | 18.9
O=C(COc1ccccc1C(=O)c1cnn(-c2ccccc2)c1)Nc1ccccc1 | -2.0 | 104.0 | -0.8 | -12.5 | 20.3 | 0.8 | 1.4 | 1.0 | 26.9
C=C1SC(Nc2c(C)cc(C)cc2C)=NC12CCCCC2 | -5.0 | 123.0 | -0.3 | 9.7 | -34.5 | -2.7 | -0.9 | 18.0 | 2.9
COc1cc(C2C(C#N)=C(N)Oc3n[nH]c(C)c32)ccc1OC(=O)c1ccccc1 (stereo not drawn) | -11.8 | 96.0 | -4.4 | 22.9 | 7.4 | -11.2 | 0.0 | -2.0 | -7.5
COCCOC1CCN(C(=O)c2cc(COc3ccc(-n4cncn4)cc3)on2)CC1 | -24.5 | 109.0 | -1.4 | 5.4 | 7.2 | -13.2 | -0.6 | 10.0 | 4.6
C=C(c1ccc(O)cc1)c1ccc(O)cc1 | -5.6 | 105.0 | -0.3 | -11.4 | 7.0 | 19.9 | -0.9 | 10.0 | ·
CN(C)S(=O)(=O)c1ccc(Cl)c(NC(=O)CN2CCN(c3ccccn3)CC2)c1 | -37.3 | 100.0 | -1.8 | 3.0 | -2.2 | 4.0 | -1.9 | -2.0 | 5.3
CCn1c(SCC(=O)NC2CCCC2)nnc1C(C)C | -7.7 | 98.0 | -3.2 | 4.0 | 20.5 | 6.9 | -6.0 | 4.0 | -18.7
Cc1cc(C)c(OCCOCCN2CCNCC2)c(C)c1 | 9.6 | 112.0 | -5.6 | 11.0 | -3.1 | -2.3 | -1.9 | 4.0 | -9.9
COc1ccc(C/C(=N\OC(C)=O)c2ccc(OC)cc2)cc1 | -24.2 | 104.0 | -2.2 | -5.9 | 3.1 | -0.4 | 1.1 | -4.0 | 12.0
Cc1cc(CNC(=O)C2CCC(=O)N(CCc3ccc(Cl)cc3)C2)no1 (stereo not drawn) | -13.4 | 106.0 | -1.0 | 11.0 | -3.2 | -2.8 | -1.0 | 8.0 | 1.1
Cc1ccc2c(CN(C)Cc3ccc(Cl)cc3Cl)cc(=O)oc2c1 | -25.3 | 105.0 | -1.2 | 2.9 | 4.1 | -0.1 | -2.1 | 8.0 | 3.6
CC(=O)Nc1cn(-c2ccccc2)nc1-c1ccccc1 | 4.2 | · | -1.7 | 11.8 | 2.0 | -3.3 | -1.2 | · | -0.7
COc1cccc(CNC(=O)N2CCN(S(=O)(=O)c3ccc(Cl)cc3)CC2)c1 | -36.9 | 93.0 | -1.7 | 11.2 | -0.5 | -4.6 | 0.4 | -7.0 | 16.2
COc1nc(NCCN2CCOCC2)nc(Nc2ccc([N+](=O)[O-])cc2)n1 | 4.2 | 113.0 | -4.5 | 9.1 | -11.3 | 3.5 | -3.3 | 6.0 | 14.2
CCc1ccc(NC(=O)c2nc(S(=O)(=O)Cc3ccccc3)ncc2Cl)cc1 | -23.8 | 92.0 | -1.3 | 25.7 | -11.2 | -39.2 | -1.0 | -1.0 | 12.0
O=C1OC(=O)C2C1[C@@H]1CC[C@H]2O1 (stereo partly drawn) | 5.8 | 68.0 | 3.1 | -14.7 | 11.4 | 0.5 | 1.9 | -8.0 | 13.9
Cc1ccc(NC(=O)C(C)N=C2NS(=O)(=O)c3ccccc32)cc1 (stereo not drawn) | -0.3 | 99.0 | -1.8 | -1.9 | 5.9 | -5.1 | -0.3 | -5.0 | -2.7
CC(=O)N1c2ccc(S(=O)(=O)NCC3CCC(C(=O)N4CC(C)CC(C)C4)CC3)cc2CC1C (stereo not drawn) | -67.0 | 99.0 | -4.0 | 5.5 | -11.7 | 3.0 | -2.7 | 4.0 | -0.9
CSC1=N/C(=C\c2ccccc2F)C(=O)S1 | -7.0 | · | -2.2 | 19.0 | 18.1 | 15.3 | -2.5 | · | 8.2
Cc1cc2nnc(SCC(=O)NC3CCCCC3)n2c(N)n1 | -2.3 | 108.0 | -1.1 | 12.0 | 6.6 | -8.6 | -1.2 | 5.0 | 15.2
CCCCC(=O)N1CCN(c2nc3ccc(OCC)cc3s2)CC1 | -45.1 | 105.0 | -1.7 | 26.4 | -4.0 | -5.2 | -0.7 | -1.0 | 11.2
O=C1/C(=C/c2ccc(F)cc2)Oc2cc(OC(=O)N3CCOCC3)ccc21 | -2.1 | 96.0 | -1.5 | 12.0 | 12.5 | -1.9 | -4.0 | 1.0 | -6.9
O=C(CCc1nnc2ccc(NCc3ccccc3)nn12)NC1CCCCC1 | -36.9 | 101.0 | -3.6 | 9.4 | 6.0 | -2.8 | -2.1 | 5.0 | -6.0
Cc1nc(SCC(=O)N2CCc3ccccc32)n[nH]1 | -0.7 | 100.0 | -5.0 | 14.9 | 6.6 | 4.6 | -2.6 | 3.0 | 6.6
O=C(NCc1ccc(F)cc1)C1CCN(S(=O)(=O)N2CCC3(CC2)OCCO3)CC1 | -10.0 | 107.0 | -5.0 | 0.8 | 2.5 | -6.4 | -6.0 | 6.0 | 39.3
CCN1CCN(CCNC(=O)c2ccc(CS(=O)(=O)c3ccccc3C)o2)CC1 | -0.3 | 92.0 | -2.4 | -12.1 | 17.5 | 3.4 | -5.4 | 3.0 | 27.9
O=C(NC(Nc1nc2ccc([N+](=O)[O-])cc2s1)(C(F)(F)F)C(F)(F)F)c1ccccc1Cl | -1.6 | 103.0 | -2.5 | -23.3 | 3.0 | 1.2 | -2.2 | 13.0 | 105.3*
COc1ccc(C(=O)Nc2ccnn2C2CCN(C3CCC3)CC2)cc1 | -3.4 | 99.0 | 0.1 | -2.8 | 12.5 | 8.9 | -2.4 | 3.0 | 0.8
Cc1cc(C)nc(N/N=C/c2ccccc2OCc2ccccc2)n1 | -12.8 | 103.0 | -3.2 | 2.8 | -16.3 | 16.2 | -0.3 | -2.0 | 35.8
Cn1cc(CNCc2cnc3ccccn23)c(-c2ccc(Oc3ccccc3)cc2)n1 | 5.1 | 103.0 | -0.6 | -4.1 | -32.6 | 1.2 | 2.2 | -3.0 | 3.0
COc1ccc(-c2nnc3ccc(SCC(=O)Nc4cc(C)on4)nn23)cc1 | -14.9 | 97.0 | -3.4 | 19.1 | -9.3 | -1.0 | -1.8 | -5.0 | 10.0
O=C(O)CCc1ccc(-c2cccs2)n1CCc1ccccc1 | -21.3 | 101.0 | 0.4 | 11.7 | 12.2 | 1.6 | 0.3 | -2.0 | 11.2
O=C(Cc1ccccc1F)Nc1ccc2c(c1)CCC2 | -8.5 | 99.0 | -2.4 | -1.5 | 4.0 | 4.3 | -1.4 | 0.0 | -22.0
CC(C)(C)NS(=O)(=O)c1ccc(OCC(=O)NCCC2=CCCCC2)cc1 | -33.5 | 97.0 | -3.2 | 22.8 | 2.3 | -1.5 | -0.5 | -1.0 | -12.0
O=C(Cc1ccccc1)Nn1c(O)c(/C=C2\C=Nc3ccccc32)sc1=S | 14.2 | 65.0 | -3.1 | 5.2 | 4.0 | -9.2 | -0.9 | -7.0 | 26.2

Structural class, the entries above with bromine
SMILES | FID counter | MEKK2wt PB1 HTS | IMP-1 inh | SUMO HTRF inh | NS3 helicase inh | PfM18AAP inh | VIM-2 inhibitor | MEKK2mut PB1 HTS | NALP1 yeast inh
Brc1ccc(-c2cn3cccnc3n2)cc1 | -2.8 | 106.0 | -1.1 | -3.7 | 5.6 | -16.0 | 1.6 | -3.0 | ·
COc1ccc(C(=O)COC(=O)CCN2C(=O)[C@@H]3[C@H](C2=O)[C@@H]2C[C@H]3C(Br)C2Br)cc1 (stereo partly drawn) | -18.8 | 89.0 | -0.5 | -17.3 | 10.3 | -0.8 | 1.5 | -6.0 | 3.2
